FEN1 inh – inhibitors of human flap endonuclease 1; Recombinant FEN1 flap cleavage, fluorescence, 15 min; Potency, µM (highest dose often 114 µM), without a hit: at the highest dose activity change, negative = inhibition, hits mostly inhibitors; actives 0.35% (n = 390,000); also: nearly all actives have a fitted effect of over 65% in size
Target sequence (P39748 whole entry, looked up): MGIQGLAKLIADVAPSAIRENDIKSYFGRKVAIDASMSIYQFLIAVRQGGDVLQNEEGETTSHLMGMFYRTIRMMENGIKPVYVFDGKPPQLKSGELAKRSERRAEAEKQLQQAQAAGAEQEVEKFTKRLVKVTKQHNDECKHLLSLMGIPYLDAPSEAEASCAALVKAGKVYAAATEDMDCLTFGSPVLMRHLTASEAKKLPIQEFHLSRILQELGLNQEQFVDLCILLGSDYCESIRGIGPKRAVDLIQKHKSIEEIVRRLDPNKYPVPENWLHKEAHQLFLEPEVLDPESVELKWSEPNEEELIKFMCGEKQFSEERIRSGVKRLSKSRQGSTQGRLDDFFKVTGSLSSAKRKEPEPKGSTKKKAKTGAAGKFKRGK
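Recombinant FEN1 (10 nM) was preincubated with pin-transferred compounds for 15 min at room temperature, then flap DNA substrate (50 nM final) was added. Plates were read at 0 and 15 min, and normalized concentration–response data were fitted to a four-parameter Hill equation.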
GCN5L2 inh – GCN5L2 (KAT2A) acetyltransferase inhibition | Q92830 | GCN5L2 HAT assay, ThioGlo1 CoA-SH fluorescence | Potency, µM (series often up to 58.9 µM), for the others: top-dose activity change, negative = inhibition, actives largely listed as inhibitors | actives 0.21% (n = 390,000)
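Compounds, pin-transferred from DMSO stocks, meet 20nM GCN5L2 for 15 min before the reaction begins with H3(1-25) peptide (75uM) and acetyl-CoA (70uM). Thiol-reactive ThioGlo1 reports CoA release over 20 min at room temperature.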
DT40 TDP1 CPT – growth inhibition of DT40 Tdp1-/-;hTDP1 cells with camptothecin (screen for TDP1 inhibitors). Potency, µM (series often up to 46.2 µM), for the others: top-dose activity change, negative = growth inhibition, hits mostly inhibitors. actives 12% (n = 420,000). chicken DT40 Tdp1-/-;hTDP1 cells + 20 nM CPT, ATP luminescence, 48 h; also: nearly all actives have a fitted effect of over 55% in size
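Cell growth measured by CellTiter-Glo luminescence after a minimum 48 h, 37 C compound exposure with 20 nM CPT in Tdp1-knockout DT40 cells stably expressing hTDP1, seeded 400/well; qHTS titration format.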
Numbers without * were called inactive; ? = inconclusive; · = not tested or not shown; & = joins results of further samples. Calls follow the shape of the dose curve; as a rule, active = well fitted curve in the direction sought with a large enough effect; inconclusive = small, poorly fitted or top-dose-only effect, or another doubt; inactive = no such curve, though single readings can be large; an effect the other way counts as inactive or inconclusive. % is scaled to controls: 0 for no effect and ±100 for the full control effect; potency is read from the fitted curve at half-maximal effect.

SMILES	FEN1 inh	GCN5L2 inh	DT40 TDP1 CPT
CN(C)c1ccc(NS(=O)(=O)c2cc3c4c(c2)CC(=O)N4CCC3)cc1	4%	-4%	?
Cc1cccc(-n2ncc3c(Nc4ccc(C)c(Cl)c4)ncnc32)c1	7%	-1%	18µM*
CC(Sc1ccccc1F)C(=O)Nc1cccc(S(=O)(=O)N2CCOCC2)c1 (stereo not given)	-8%	1%	?
COCc1c(C(=O)OC)nnn1-c1ccc(C(F)(F)F)cc1[N+](=O)[O-]	8%	-2%	18µM*
CCn1c(SCC(=O)NCc2cccs2)nnc1-c1cccs1	5%	3%	-22%
c1ccc(CSc2snnc2-c2ccccc2)cc1	-16%	2%	12%
Cc1ccc(CSc2nc(=O)c3c(n2C)NC(=O)CC3c2ccc(OC(C)C)cc2)cc1 (stereo not given)	3%	-3%	?
Cc1ccc(CN(C)Cc2cc(=O)oc3cc(C)c(Cl)cc23)cc1	-18%	-17%	-11%
Cc1ccccc1OCCC(=O)OCC(=O)N1c2ccccc2NC(=O)C1(C)C	12%	-5%	?
O=C(NCc1ccco1)c1ccc2snnc2c1	-3%	-9%	-3%
CN1CCN(c2ccc(NC(=S)NC(=O)/C=C/c3ccco3)cc2)CC1	-7%	-9%	?
Cc1ccc(C(=O)O)cc1NC(=O)Nc1ccc2c(c1)OCO2	0%	-2%	-6%
C=CCc1cccc2cc(C(=O)N3CCN(C(=O)OCC)CC3)c(=O)oc12	4%	-18%	-20%
COc1ccc(NC(=O)c2cccc(NC(=O)c3ccccc3)c2)c(OC)c1	-21%	-14%	-12%
CCOC(=O)C1=C(O)/C(=C/c2ccc(-c3ccccc3C(=O)O)o2)SC1=Nc1ccc(C)cc1	40µM*	-17%	?
N#CCCn1c(=O)c(-c2cccc(C#N)c2)nc2cnc(N3CCOCC3)nc21	·	-27%	3%
COc1cccc(C2CC(=O)NC3=C2C(=O)CCC3)c1 (stereo not given)	-4%	-16%	-4%
C(=C\c1ccccc1)/C=N/Nc1nc2ccccc2s1	-4%	-5%	-16%
CCC(=O)N1CCCc2cc(S(=O)(=O)N3CCN(C4CCCCC4)CC3)ccc21	-19%	3%	?
COc1ccc(NC(=O)N2CCCC2C(=O)Nc2ccc(C)cc2)cc1 (stereo not given)	-5%	-3%	3%
CCNC(=O)c1c(O)c2ccccc2[nH]c1=O	-3%	-17%	?
CCOc1ccc(-n2c(SCC(=O)Nc3ccc(C(=O)O)cc3)nc3ccccc3c2=O)cc1	11%	4%	-1%
CCC(C)(C)NC(=O)C(c1cccn1C)N(Cc1ccc(OC)cc1)C(=O)Cn1nnc2ccccc21 (stereo not given)	12%	3%	?
O=C1CCCC2(O)C1C(c1cccc(Br)c1)NC(=O)N2Cc1ccccc1 (stereo not given)	-1%	0%	-15%
COc1cc2nc(CN(C)Cc3ccc(C(C)(C)C)cc3)[nH]c(=O)c2cc1OC	16%	1%	?
Cc1cc(=O)oc2cc(OCC3CC(c4ccc(Br)cc4)=NO3)ccc12 (stereo not given)	1%	-2%	?
CCOC(=O)Cc1csc(NC(=O)Cc2cccs2)n1	-12%	-11%	-12%
CCc1ccc(C(=O)c2cnc3ccc(C)cc3c2S(=O)(=O)c2ccc(OC)cc2)cc1	-1%	-10%	23µM*
COc1cc(NC(=S)NC(C)(C)C)c(OC)cc1Cl	-5%	-1%	?
O=S(=O)(c1ccccc1)C1Cc2ccccc2C1Cl (stereo not given)	1%	·	13%
O=S1(=O)CC(O)C(N(CCO)C(=S)Nc2ccccc2)C1 (stereo not given)	-9%	4%	17%
CCCC(=O)Nc1ccc(Cl)c(NC(=O)C(C)(C)C)c1	0%	·	-14%
CC(=O)Nc1ccc(S(=O)(=O)N2CCC(C(N)=O)(N3CCCCC3)CC2)cc1	-3%	-2%	-2%
COC(c1ccccc1)(c1ccccc1)C(Oc1nccc(C)n1)C(=O)O (stereo not given)	3%	-8%	10%
CN(Cc1ccco1)c1ncnc2ccc(-c3cccnc3)cc12	·	-5%&-20%	15µM*
COc1ccc(-c2noc(CCCC(=O)N3CCN(c4cc(C)ccc4C)CC3)n2)cc1	?	-8%	?
CC(C)(C)c1nnc(NC(=O)c2cc(-c3ccccc3)nc3ccccc23)s1	-13%	-12%	-7%
CSc1ccc(NC(=O)Nc2cccn(Cc3ccccc3F)c2=O)cc1	4%	-2%	?
Cc1cc(=O)oc2cc(OCC(=O)N3CCN(c4ccccc4)CC3)c(Cl)cc12	-12%	-3%	-1%
Cc1ccc(S(=O)(=O)Nc2cccc(C(=O)NCC(c3ccco3)N3CCCC3)c2)cc1F (stereo not given)	4%	-3%	?
COc1ccc2[nH]c(C)c(CCNC(=S)Nc3cc(C)ccc3C)c2c1	5%	-9%	8.2µM*
COc1cc(CN(C(=S)NCC(=O)O)C2CCCC2)cc(OC)c1OC	-10%	-5%	1%
COc1ccc(CNC(=O)Cn2cnc3c(NCc4ccccc4)ncnc32)cc1	-1%	-1%	10µM*
CCOC(=O)C(Cc1c(F)cccc1Cl)c1ccnc2nc(N)nn12 (stereo not given)	19%	-1%	9%
CC[C@@H](C)[C@H](CN[C@H](CNC)C(C)C)NC[C@@H](C)c1ccc(CC(C)C)cc1	10%	4%	1.5µM*
O=C(N/N=C/C(Br)=C/c1ccccc1)c1cccnc1	3%	-4%	2.6µM*
O=C1CCc2cc(NS(=O)(=O)c3ccccc3)cc3c2N1CCC3	3%	0%	?
O=C(CSCc1c(Cl)cccc1Cl)Nc1ccc2c(c1)OCCO2	-11%	-7%	-23%
COc1ccc(N2CCC(CNC(=S)Nc3ccc(C)cc3C)C2)cc1 (stereo not given)	-15%	-23%	?
O=C(COC(=O)/C=C/c1cccc(Cl)c1Cl)Nc1ccc2[nH]c(=O)[nH]c2c1	0%	-4%	3%
Cc1cccc(NC(=O)CN2CCN(C(=O)c3ccc(OCc4cn5ccccc5n4)cc3)CC2)c1C	20%	-7%	18µM*
Cc1cccc(NC(=O)CSc2nc3ccc(NC(=O)COc4ccc(Cl)cc4)cc3s2)c1	2%	-6%	7.3µM*
O=C(COc1ccccc1)NC(=S)Nc1cccc(NC(=O)c2ccccc2Cl)c1	7%	1%	-6%
COc1ccc(CNC(=O)C2Cc3cc(S(=O)(=O)N4CCCC4)ccc3N2C(C)=O)c(OC)c1 (stereo not given)	4%	2%	-20%
CCO[C@H]1OC(C(=O)NC2CC2)=C[C@@H](C2CC2)[C@@H]1CCCO	-4%	2%	4%
C=CCn1nc2n(c1=O)-c1ccccc1SC2	2%	-6%	3%
C/C=C(\C)C(=O)NCCN1C2=NC[C@H](Cc3ccccc3)N2C[C@@H]1Cc1ccc(OC)cc1	-7%	·	?
Cc1nnc(SCC(=O)N(C(C)C)C(C)C)[nH]c1=O	0%	-3%	6%
CCCOc1ccc(CNC(=O)c2ccc3c(c2)N(Cc2ccccc2)CCS3)cc1	8%	-6%	?
COC(=O)c1cccc(NC(=O)c2cccnc2)c1	0%	-1%	-16%

Sorted by heavy-atom count (highest first): part of the list above.
SMILES	FEN1 inh	GCN5L2 inh	DT40 TDP1 CPT
Cc1cccc(NC(=O)CN2CCN(C(=O)c3ccc(OCc4cn5ccccc5n4)cc3)CC2)c1C	20%	-7%	18µM*
COc1ccc(CNC(=O)C2Cc3cc(S(=O)(=O)N4CCCC4)ccc3N2C(C)=O)c(OC)c1 (stereo not given)	4%	2%	-20%
Cc1ccc(S(=O)(=O)Nc2cccc(C(=O)NCC(c3ccco3)N3CCCC3)c2)cc1F (stereo not given)	4%	-3%	?
CCCOc1ccc(CNC(=O)c2ccc3c(c2)N(Cc2ccccc2)CCS3)cc1	8%	-6%	?
O=C(COc1ccccc1)NC(=S)Nc1cccc(NC(=O)c2ccccc2Cl)c1	7%	1%	-6%
CC[C@@H](C)[C@H](CN[C@H](CNC)C(C)C)NC[C@@H](C)c1ccc(CC(C)C)cc1	10%	4%	1.5µM*
O=C(COC(=O)/C=C/c1cccc(Cl)c1Cl)Nc1ccc2[nH]c(=O)[nH]c2c1	0%	-4%	3%
COc1ccc2[nH]c(C)c(CCNC(=S)Nc3cc(C)ccc3C)c2c1	5%	-9%	8.2µM*
CCOC(=O)C(Cc1c(F)cccc1Cl)c1ccnc2nc(N)nn12 (stereo not given)	19%	-1%	9%
O=C(CSCc1c(Cl)cccc1Cl)Nc1ccc2c(c1)OCCO2	-11%	-7%	-23%
CCO[C@H]1OC(C(=O)NC2CC2)=C[C@@H](C2CC2)[C@@H]1CCCO	-4%	2%	4%
O=C(N/N=C/C(Br)=C/c1ccccc1)c1cccnc1	3%	-4%	2.6µM*
COC(=O)c1cccc(NC(=O)c2cccnc2)c1	0%	-1%	-16%
C=CCn1nc2n(c1=O)-c1ccccc1SC2	2%	-6%	3%

The listing continues.
SMILES	FEN1 inh	GCN5L2 inh	DT40 TDP1 CPT
COc1ccc(C(=O)N(c2ccccc2)c2nccc3ccccc23)cc1OC	-16%	·	-10%
COc1ccc(-c2cc(=O)oc3cc(O)ccc23)cc1	-2%	-2%	?
COc1ccc(N2CC(C(=O)OCC(=O)c3ccc(C)cc3)CC2=O)cc1 (stereo not given)	17%	-8%	-16%
Cn1c(=O)c(C(=O)CN2CCCCC2)c(N)n(Cc2ccccc2)c1=O	-2%	-8%	1%
Fc1ccc(-c2ccc(-c3nn4c(-c5ccco5)nnc4s3)o2)cc1	-9%	-5%	?
O=C(Cn1nnc(-c2cccs2)n1)NNC(=O)c1ccccc1Cl	-2%	-2%	15%
CCn1c(=O)cc(OCC(=O)N2CCN(c3ccc(OC)cc3)CC2)c2ccccc21	-8%	1%	21µM*
Cc1cc(NC(=O)CSCC(=O)N2CCN(c3cccc(C)c3C)CC2)no1	5%	-1%	?
O=C(O)CN=C(NS(=O)(=O)c1ccc(Cl)cc1)c1ccccc1	0%	0%	-13%
CCN1C(=O)[C@@H]2[C@@H](c3ccc(-c4ccc(F)cc4)cc3)N3CCCC[C@@]3(C(=O)OC)[C@@H]2C1=O	-12%	-8%	?
O=C(NC(=S)Nc1ccc(Cl)c(C(=O)O)c1)c1cncc(Br)c1	-8%	-1%	2%
O=C(NCc1cccnc1)Nc1ccccc1C(F)(F)F	-6%	-6%	-4%
CN1C(C(=O)NCc2ccccc2)CC2Cn3c(nc4cc5ccccc5cc43)C21 (stereo not given)	-12%	-12%	-29%
N#C/C(=C\c1cccnc1)C(=O)Nc1cccc(Cl)c1	3%	-2%	-26%
CN1CCN(C(=S)NC(=O)c2cccc(S(=O)(=O)N(C)C)c2)CC1	3%	-11%	-2%
CCCN(CCC)C(=O)CC(c1ccc(F)cc1)c1ccco1 (stereo not given)	-21%	-7%	?
S=C(Nc1ccc(Cl)cc1)Nc1ccc2c(c1)OCCO2	12%	1%	-7%
CC(=O)N1N=C(c2ccc(Br)cc2)OC12CCCC2	5%	-3%	-9%

Screening data (PubChem BioAssay)

A portion of the library; count on the stated rates, not on these rows.
